NPY-Y1 PAM-ag – NPY-Y1 receptor potentiators or agonists, primary screen, cell-based. Neuropeptide Y receptor type 1 (Homo sapiens), P25929. NPY-Y1 expressing cells, potentiator/agonist activation. activation, % at 3.6 µM. 220,000 tested, 0.37% active; in the data active = activation above about 33%, passing the limit was not always enough;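 also: cells stimulated with NPY at EC10 then isoproterenol at EC100; 0% = low agonist plus stimulus and 100% = saturating agonist plus stimulus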
Runt-CBFb FRET – inhibitors of RUNX1 Runt–CBFb binding, primary screen, biochemical, FRET, Cerulean-Runt, Venus-CBFb, uHTS; Cerulean-Runt/Venus-CBFb FRET ratio 530/480, 1 h; inhibition, % at 20 µM; 220,000 tested, 0.46% active;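 active = inhibition over about 50% at 20 µM in the single-dose screen, limit read from the data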;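 also: 0% = DMSO wells and 100% = excess unlabeled CBFb competitor control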
Target sequence (Q01196 whole entry, looked up): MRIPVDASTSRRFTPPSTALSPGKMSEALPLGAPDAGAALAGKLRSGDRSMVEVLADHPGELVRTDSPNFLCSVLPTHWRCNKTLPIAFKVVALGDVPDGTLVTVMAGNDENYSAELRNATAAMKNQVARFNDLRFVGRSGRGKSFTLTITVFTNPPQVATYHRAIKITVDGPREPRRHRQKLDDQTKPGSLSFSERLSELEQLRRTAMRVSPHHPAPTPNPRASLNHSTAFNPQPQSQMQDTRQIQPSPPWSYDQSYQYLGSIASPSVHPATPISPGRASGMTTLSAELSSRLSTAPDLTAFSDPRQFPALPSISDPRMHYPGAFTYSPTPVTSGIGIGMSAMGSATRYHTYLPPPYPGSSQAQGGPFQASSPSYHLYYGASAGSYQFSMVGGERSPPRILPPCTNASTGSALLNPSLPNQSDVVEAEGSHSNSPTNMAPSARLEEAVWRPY
Target sequence (Q13951 whole entry, looked up): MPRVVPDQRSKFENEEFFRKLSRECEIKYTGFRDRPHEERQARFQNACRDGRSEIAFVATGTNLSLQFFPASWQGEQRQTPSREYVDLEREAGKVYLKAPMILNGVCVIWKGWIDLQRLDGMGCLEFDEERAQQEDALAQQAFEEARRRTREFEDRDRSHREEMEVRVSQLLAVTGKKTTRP
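Assay system: Cerulean-Runt domain fusion protein, energy donor; Signal: fluorescence energy transfer, 422 nm excitation, 530/480 nm emission; Timing: 1 h compound exposure, room temperature; Control set: unlabeled CBFb; Medium: Tris buffer pH 7.5 with salts and BSA; Compound: single test concentration of 20 µM, 1% DMSO final; Probe or stimulus: Venus-CBFb 100 nM.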
Runt-SMMHC FRET – inhibitors of RUNX1 Runt–CBFb-SMMHC binding, primary screen, biochemical, FRET, Cerulean-Runt, Venus-CBFb-SMMHC, uHTS | Runt-related transcription factor 1 (Homo sapiens) + Core-binding factor subunit beta … | Cerulean-Runt/Venus-CBFb-SMMHC FRET ratio 530/480, 1 h | inhibition, % at 20 µM | 220,000 tested, 0.74% active | AID 1434, 2008;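 active = mean inhibition across duplicate retests at 20 µM reaching about 50%, limit read from the data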;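 also: 0% = DMSO wells and 100% = wells with excess untagged CBFb-SMMHC; inhibitors lower the FRET ratio by blocking Runt binding to CBFb-SMMHC; some results filed as inactive read as strong as hits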
MDM2 E3 inh – MDM2-luciferase reporter signal enhancers, primary screen, MDM2 E3 ligase inhibitor project, cell-based, luminescence, 1536-well. cell-based MDM2 ubiquitination luciferase reporter, 2 h; 0 = plate control, 100 = twice control, blank-subtracted. signal enhancement, % at 5 µM. 210,000 tested, 0.11% active;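 active = signal enhancement of 30% or more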;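 also: luminescence tracks abundance of the self-degrading MDM2-luciferase fusion protein; higher signal means inhibition of MDM2 E3 ligase activity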
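Test system: mammalian cells stably expressing self-ubiquitinating, self-degrading MDM2 E3–luciferase fusion; Amount: 2000 cells in each well; Medium: DMEM; Schedule: 4 h settle plus 2 h compound, 37 °C; Technique: SteadyLite luciferase luminescence after 15 min room-temperature reagent incubation; Benchmarks: plate control and blank wells.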
NPY2 pot ag – NPY-Y2 potentiators or agonists, primary screen, cell-based | AID 1359, 2008 | cells expressing NPY-Y2, potentiator/agonist read-out | 220,000 tested, 0.45% active | activation, % at 3.6 µM | Neuropeptide Y receptor type 2 (Homo sapiens), P49146; in the data active = activation above about 27%;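 also: cells stimulated with NPY near EC25 plus isoproterenol at EC100; 0% = vehicle plus submaximal agonist and 100% = vehicle plus saturating agonist; some results beyond the cut were filed as inactive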
Target sequence (P49146 whole entry, looked up): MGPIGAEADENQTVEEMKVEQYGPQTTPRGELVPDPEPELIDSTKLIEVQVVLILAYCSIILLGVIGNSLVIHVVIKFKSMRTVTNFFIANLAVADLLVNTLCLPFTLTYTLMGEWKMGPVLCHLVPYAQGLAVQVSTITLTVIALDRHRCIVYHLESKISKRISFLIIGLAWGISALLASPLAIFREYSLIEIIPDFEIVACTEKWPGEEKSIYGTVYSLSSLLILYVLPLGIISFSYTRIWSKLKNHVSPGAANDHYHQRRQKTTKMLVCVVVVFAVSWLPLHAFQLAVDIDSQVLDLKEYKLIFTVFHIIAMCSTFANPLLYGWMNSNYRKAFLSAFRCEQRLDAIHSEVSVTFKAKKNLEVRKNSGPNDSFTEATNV
NPY-Y1 antag – NPY-Y1 receptor antagonists, primary screen, cell-based. inhibition, % at 3.6 µM. 200,000 tested, 1% active. Neuropeptide Y receptor type 1 (Homo sapiens), P25929. HEK293-CNG Y1 cells, membrane potential fluorescence; NPY at EC95, then isoproterenol;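 active = inhibition above the campaign mean inhibition of all tested compounds plus 3 SD, cut at about 20% in these data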;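 also: 0% = DMSO wells given NPY plus isoproterenol and 100% = isoproterenol alone without NPY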
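Material: HEK293 Y1/CNG channel cell line; also added: NPY (25 nM), isoproterenol (1 µM), Ro 20-1724 (25 µM); doses: one concentration, 3.6 µM, in 0.4% DMSO; schedule: compound incubation 1 h at room temperature, readout 45 min post-stimulation; technique: membrane potential fluorescence; measure: fluorescence ratio normalized to % inhibition between controls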
RBBP9 inhibitor – human RBBP9 inhibitors, primary screen, biochemical, fluorescence polarization, FP-Rh probe, HTS; inhibition, % at 7.94 µM; 220,000 tested, 0.2% active; AID 1515, 2009; recombinant RBBP9;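 active = inhibition above the campaign mean of all tested compounds plus 3 SD, cut at about 14% in these data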;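 also: plate controls were DMSO wells with RBBP9 for no effect and wells lacking RBBP9 protein for full effect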
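Measured by: FP readout at 525/598 nm; material: recombinant human RBBP9; also added: Serine-hydrolase probe FP-Rh, 375 nM pre-mixing; medium: Tris buffer pH 8.0, NaCl, Pluronic; replication: one well per compound; doses: one concentration, 7.94 µM nominal, 0.794% DMSO; timing: preincubation 30 min plus labeling 45 min at 25 °C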
Hck Nef HTS – inhibitors of Nef-activated human Hck kinase, primary screen, biochemical, Z-Lyte FRET, 384-well, Hck-YEEI; Tyrosine-protein kinase HCK (Homo sapiens), P08631; Recombinant Hck-YEEI plus Nef, Z-Lyte FRET kinase assay; inhibition, % at 20 µM; 220,000 tested, 0.68% active; AID 463187, 2010;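 active = Hck-Nef kinase inhibition above about 50%, limit read from the data; inactive = inhibition below that limit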;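 also: 0% = DMSO with Hck plus Nef and 100% = Hck alone without Nef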
p97 inhibitor – inhibitors of human p97 ATPase, primary screen, biochemical; AID 1481, 2009; inhibition, % at 8 µM; Transitional endoplasmic reticulum ATPase (Homo sapiens), P55072; recombinant p97 ATPase, Kinase-Glo ATP luminescence, 3 h; 220,000 tested, 0.42% active; in the data active = inhibition above about 15%;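 also: 0% = DMSO vehicle and 100% = wells lacking enzyme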
Starred values were filed as active, the others as inactive; / = no result given.

Structure	NPY-Y1 PAM-ag	Runt-CBFb FRET	Runt-SMMHC FRET	MDM2 E3 inh	NPY2 pot ag	NPY-Y1 antag	RBBP9 inhibitor	Hck Nef HTS	p97 inhibitor
CCOc1ccc(NC(=O)C2CC(=O)N(C(C)C)C2)cc1 (stereo unspecified)	19.7	2.0	4.5	-9.7	7.2	-1.7	7.0	-0.5	-1.3
COC(=O)c1ccc(NC(=O)CN(c2ccc(OC)cc2)S(C)(=O)=O)cc1	42.9*	-1.0	1.1	1.5	8.8	-7.4	-4.2	0.1	-2.0
Fc1ccc(F)c(C2=NNC(=Nc3ccccc3F)SC2)c1	7.3	4.5	-0.6	-5.4	2.6	3.6	-7.6	1.1	-1.8
N#CCSc1nnc(C2CCCCC2)n1Cc1ccccc1	-2.2	5.0	-2.2	2.6	-1.0	10.5	1.1	1.6	1.6
CCN1CCN(CCCN(Cc2ccco2)C(=S)Nc2ccc(C)c(Cl)c2)CC1	-10.2	0.6	-0.1	5.9	-2.5	-4.1	-1.9	-6.6	-1.6
O=C1CC(c2ccccc2)CC(O)=C1C=Nc1ccccc1 (stereo unspecified)	3.1	-0.9	0.0	-4.6	4.0	9.6	-5.3	24.4	4.7
C=CCC1(NCc2ccco2)CCN(CC)CC1	7.9	-1.3	0.2	-5.2	4.8	6.5	-2.3	1.9	3.3
c1ccc(-c2nc(-c3ccco3)cs2)nc1	-3.9	11.4	12.9	9.9	12.8	-4.5	-4.5	0.7	4.5
Cc1ccc(S(=O)(=O)N/N=C/c2ccc(O)cc2O)cc1[N+](=O)[O-]	-23.9	-1.5	-9.9	-13.2	-20.5	/	-4.7	-6.8	-5.3
CNC(=O)c1cc2cccc(OC)c2oc1=O	-12.9	-1.6	-2.0	1.5	5.0	0.8	-14.9	3.5	-2.3
COc1ccc(C)cc1NC(=O)C1C2C=CC(C2)C1C(=O)O (stereo unspecified)	-5.6	0.1	-1.0	-26.5	-7.8	-1.3	1.5	1.2	2.3
O=c1[nH]c(N2CCN(Cc3ccccc3)CC2)nc2c1CCC2	-0.8	2.2	-2.9	-7.1	-2.8	-4.2	-3.6	-6.2	3.4
O=C(Nc1ccc(Cl)cc1)C1CC2CCCC(C1)C2=O (stereo unspecified)	-8.7	-1.5	1.5	-0.4	-0.5	4.3	-5.1	4.8	-4.0
CCCNC(=O)C1=C(C)C(=O)OC12CCC(C)CC2 (stereo unspecified)	25.9	1.1	2.9	-9.5	3.6	2.2	-4.8	20.7	2.8
COc1cccc(-c2csc(/C(C#N)=C/Nc3cc4oc5ccccc5c4cc3OC)n2)c1	-4.0	/	1.1	-7.6	-1.6	4.8	7.8	-42.0	1.2
COCCNC(=S)N/N=C(\C)c1ccc(OC(F)F)cc1	-12.9	0.2	1.4	/	5.7	/	-0.5	25.7	-0.1
Cc1c(/C(Cc2ccccc2)=N/O)c2ccccc2n1C	-8.8	-2.5	0.7	6.0	8.6	0.8	2.3	3.8	0.2
CCCSc1nc(N2CCOCC2)c2c(c1C#N)CCCC2	-19.5	-4.5	-3.0	-12.6	-0.7	-0.4	7.7	1.7	-3.3
COCCn1c(=N)c(C(=O)NCCc2ccc(OC)cc2)cc2c(=O)n3cccc(C)c3nc21	-1.3	108.5*	113.7*	-20.2	10.6	3.8	-5.3	12.7	0.6
CSc1nc2ccccc2n1CC(=O)Nc1ccccc1	15.1	-0.6	-1.0	-6.6	-10.3	-0.3	2.4	-1.4	-3.0
Cc1ccc(-n2nc(-c3ccco3)cc2C(=O)O)cc1	4.0	30.8	-2.3	/	11.6	/	2.2	27.7	8.6
COC(=O)CC1C(=O)NCCN1C(=S)Nc1cccc(C)c1 (stereo unspecified)	-15.1	1.0	1.2	-17.5	3.5	9.3	-5.3	-0.2	-1.3
NC(=O)[C@@H]1CC2(CC(c3cccc(NC(=O)COc4ccc(Cl)cc4)c3)=NO2)CN1C(=O)c1ccccc1 (stereo partly specified)	/	-7.7	0.7	-4.3	/	/	/	28.5	/
COC(=O)C1=C(C(=O)OC)[C@@H]2N(Cc3ccccc3)c3ccccc3[C@@]23C[C@@H](C(=O)OC)N(C(=O)CC(C)C)C3=N1	/	0.9	-0.8	8.6	/	/	/	20.8	/
COc1cc(-c2nnc(SC(C)C(=O)Nc3c(C)n(C)n(-c4ccccc4)c3=O)o2)cc(OC)c1OC (stereo unspecified)	-13.5	-1.9	0.1	-1.9	8.0	-5.6	-6.5	-1.3	-9.1

Part of the list above, set out differently.
Compound: O=c1[nH]c(N2CCN(Cc3ccccc3)CC2)nc2c1CCC2
- NPY-Y1 PAM-ag = -0.8
- Runt-CBFb FRET = 2.2
- Runt-SMMHC FRET = -2.9
- MDM2 E3 inh = -7.1
- NPY2 pot ag = -2.8
- NPY-Y1 antag = -4.2
- RBBP9 inhibitor = -3.6
- Hck Nef HTS = -6.2
- p97 inhibitor = 3.4
Compound: COCCn1c(=N)c(C(=O)NCCc2ccc(OC)cc2)cc2c(=O)n3cccc(C)c3nc21
- NPY-Y1 PAM-ag = -1.3
- Runt-CBFb FRET = 108.5*
- Runt-SMMHC FRET = 113.7*
- MDM2 E3 inh = -20.2
- NPY2 pot ag = 10.6
- NPY-Y1 antag = 3.8
- RBBP9 inhibitor = -5.3
- Hck Nef HTS = 12.7
- p97 inhibitor = 0.6

(further entries)
Structure	NPY-Y1 PAM-ag	Runt-CBFb FRET	Runt-SMMHC FRET	MDM2 E3 inh	NPY2 pot ag	NPY-Y1 antag	RBBP9 inhibitor	Hck Nef HTS	p97 inhibitor
CC1(OC(=O)C2CCCC2)C(=O)C=C2C=C(c3ccsc3)N(c3ccccc3)C=C2C1=O (stereo unspecified)	/	7.2	1.1	-4.3	/	/	/	26.5	/
COC(=O)c1ccccc1NC(=O)N1CCN(c2ccc(F)cc2)CC1	-47.4	1.4	1.5	-9.1	-20.0	14.6	2.7	4.1	-0.1
COCCCNC(=O)c1c(N)n(/N=C/c2cccnc2)c2nc3ccccc3nc12	22.9	9.0	23.8	-4.8	20.9	2.9	-1.9	-4.7	4.6
CC1CCc2sc(C(=O)Nc3nnc(SCc4ccc(F)cc4)s3)cc2C1 (stereo unspecified)	2.3	3.8	-0.5	-12.6	2.0	0.6	-3.4	2.8	1.0
N#Cc1cc2c(nc1SCc1cccc(Cl)c1)CCCCC2	15.9	/	-0.3	-9.4	-1.9	-1.6	-2.5	2.1	-2.0
CCC(C)(C)n1nnnc1C(c1cccs1)N1CCCCC1 (stereo unspecified)	8.8	-1.7	2.8	-10.9	5.5	12.6	2.2	19.9	0.7
O=C(c1cccc(S(=O)(=O)Nc2cccc(C(F)(F)F)c2)c1)N1CCOCC1	-4.4	1.7	-0.6	-11.6	4.3	/	-10.2	9.1	1.7
CCNc1ccc(N=Nc2c(C)n(C)n(-c3ccccc3)c2=O)cc1	6.3	-2.6	-14.2	-6.1	-0.2	3.0	2.9	21.0	5.9
COc1cccc(CSc2ccc(S(=O)(=O)N3CCOCC3)cc2C(=O)NCC2CCCO2)c1OC (stereo unspecified)	21.1	-1.8	1.7	-15.3	-11.7	0.7	0.3	-0.1	-0.6
Cn1nc(C(F)(F)F)c(/C=N/OC(=O)c2ccccc2)c1Sc1ccc(Cl)cc1	-5.5	-0.2	3.3	-13.5	-4.6	9.7	-2.9	0.4	-5.0
Cc1ccc(Cl)cc1N1CCN(C(=O)Cc2cn(C)c3ccccc23)CC1	-15.5	-3.0	1.9	-11.1	9.9	1.1	-3.6	-2.0	-6.7
CCCC(C)C(=O)Nc1cc([N+](=O)[O-])ccc1F (stereo unspecified)	11.2	-2.6	-18.7	13.1	1.0	4.3	-10.0	2.0	-2.8
CC1=NN(C(=O)c2ccc(Cn3nc(C)c(Br)c3C)cc2)C(O)(C(F)(F)F)C1 (stereo unspecified)	10.9	-1.8	1.1	-5.9	9.1	-6.5	-6.1	3.6	3.8
C#CCOCCOCCOCCNc1nc(N2CCN(C(=O)[C@H]([C@@H](C)CC)n3cc([C@@H](N)CC(C)C)nn3)CC2)nc(N2CCN(C(=O)[C@H](Cc3ccc(O)cc3)n3cc([C@@H](N)CC(C)C)nn3)CC2)n1	8.8	-0.1	2.2	/	4.6	2.6	-2.0	17.3	6.8
CC(=O)Nc1cccc(NC(=O)CCc2ccccc2)c1	-0.8	-0.4	0.9	-16.8	-7.6	12.4	2.2	-1.1	-1.3
CC(=O)Nc1c(N)c2ccccc2oc1=O	-3.3	0.5	-3.5	3.2	-0.7	10.7	-10.0	15.5	4.1
CC1C2C(C)N(C)C(=O)N(C)C2N(C)C(=O)N1C (stereo unspecified)	2.5	1.1	-1.7	-2.8	1.6	-1.4	8.0	-1.4	1.2
O=C1NC(c2ccccc2)=C(c2nc3ccccc3s2)C(c2ccccc2)N1 (stereo unspecified)	-18.4	-0.5	-3.7	-6.7	3.7	-3.1	-13.9	-23.7	-0.7
CCCOC(=O)c1ccc(NC(=O)CSC2=Nc3ccccc3C3CC=NN23)cc1 (stereo unspecified)	-1.4	-4.6	-4.7	-7.8	-20.8	10.7	-10.2	1.4	-4.3
Cc1cccc(N2CC(C(=O)OCc3ccc([N+](=O)[O-])cc3)CC2=O)c1 (stereo unspecified)	12.9	-0.1	-4.4	-20.7	-7.7	2.6	0.7	10.5	-2.3
Cc1cccc(/C=N/NC(=O)Cn2nnnc2N)n1	1.8	1.4	4.6	-11.7	-5.7	/	0.0	-0.7	7.3
COc1ccc(C(C(=O)NC2CCCC2)N(C(=O)c2ccco2)c2ccc3c(c2)OCO3)cc1OC (stereo unspecified)	-8.3	4.2	-4.4	-6.9	11.7	0.0	-1.2	1.1	6.3
Cc1ccc(-n2[nH]c(C)c(/C=N/c3cccc(C)n3)c2=O)cc1	5.5	-1.4	-5.2	-10.5	9.5	/	-2.9	10.4	-17.5

Not a hit list; any-hit rate near 3.5%.
